# PrPC surface inh – cell surface PrPC inhibition, primary TR-FRET screen. P04156. TR-FRET read-out. inhibition, % at 13.8 µM. hit rate 0.43% among 370,000. AID 720596; in the data active = inhibition above about 24%; note: 0% = median of the test wells and 100% = reference compound wells
# BH1578 lux ind – induces V. cholerae light production without autoinducers. V. cholerae BH1578 lux reporter, luminescence, 6 h. activation, % at 18.7 µM. hit rate 0.16% among 350,000; in the data active = activation mostly above about 9.7%, no sharp cut-off; inconclusive = no clear call, values can overlap the other calls; inactive = mostly below about 3.7%; note: not every result past the cut was called active; inactives centre near 0; reference of the scale not given here
# BoNT A protease – blocks Botulinum neurotoxin A light chain protease | hit rate 0.17% among 360,000 | inhibition, % at 10 µM | multiplex microsphere protease substrate cleavage, flow cytometry; note: plate controls were buffer without enzyme for full effect and enzyme alone for no effect
# Anthrax LF prot – inhibitors of Bacillus anthracis lethal factor protease; P15917; multiplex microsphere protease cleavage assay, LF; inhibition, % at 10 µM; hit rate 0.12% among 360,000; AID 588501; note: plate controls were buffer without enzyme for full effect and enzyme alone for no effect
# 3CLpro inhibitor – SARS-CoV 3CLpro protease inhibition; recombinant SARS-CoV 3CLpro, quenched FRET peptide cleavage; inhibition, % at 6 µM; hit rate 0.14% among 290,000; in the data active = inhibition above about 12%
# PriA SSB inh – K. pneumoniae PriA-SSBct interaction inhibition; AlphaScreen SSBct-PriA binding, biotinylated peptide; inhibition, % at 33 µM; hit rate 0.6% among 430,000; in the data active = inhibition mostly above about 37%, no sharp cut-off; inactive = mostly below about 20%;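 note: plate controls were negative control peptide for no effect and reference peptide for full effect; strong numbers were not always called active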
# PfHsp40 yeast – restores yeast growth despite PfHsp40 toxicity; AID 504582; S. cerevisiae expressing PfHsp40, growth rescue, ATP luminescence; growth rescue, % at 12.5 µM; hit rate 0.68% among 340,000; in the data active = growth rescue above about 28%, passing the limit was not always enough; inconclusive = no clear call, values can overlap the other calls;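 note: yeast W303a lacking pdr1 and pdr3 grown in galactose medium; growth measured after three days at 30 °C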
# Y pestis TopoI – inhibitors of Yersinia pestis topoisomerase I; activity, % at 10 µM; Y. pestis Topo-I cleavage product accumulation, plate reader; AID 504884; hit rate 0.064% among 360,000; in the data active = activity above about 50%, passing the limit was not always enough; inconclusive = no clear call, values can overlap the other calls; note: inactives centre near 2
# TcdB GH inh – blocks C. difficile toxin B glycohydrolase activity. TcdB glycohydrolase enzymatic assay, plate reader. hit rate 0.24% among 350,000. P18177. inhibition, % at 9.99 µM; in the data active = inhibition above about 10%
# * hit, by the source's call; i = inactive; ? = inconclusive; · = not tested or not shown. Cut-off read from the data, not from the text of the source, unless noted: active = inhibition above about 30%; inconclusive = no clear call, values can overlap the other calls; inactive = below that. This is a subset (hit frequency here may not be typical).
Molecule	PrPC surface inh	BH1578 lux ind	BoNT A protease	Anthrax LF prot	3CLpro inhibitor	PriA SSB inh	PfHsp40 yeast	Y pestis TopoI	TcdB GH inh
O=C(NC1CCCC1)c1cnn2c(C(F)(F)F)cc(-c3ccco3)nc12	-14	-0.4	1.7	-1	2	-8	1.2	7	·
NC(=O)c1c(NC(=O)c2ccccc2Cl)sc2c1CCC2	-5	1.4	-1.1	11	2	-20	3.5	3	1.7
O=C(Nc1ccc(F)cc1)Nc1cc(OCC(F)(F)F)cc(OCC(F)(F)F)c1	44*	-0.2	-0.2	-2	2	-20	-0.7	1	·
O=C(NCCCO)C(=O)NCc1ccncc1	2	i	0.4	5	-2	2	1.2	-1	-2.0
Cc1ccc(Sc2ccc(NC(=O)c3ccc(F)cc3)cc2C#N)cc1	-4	-0.4	-0.6	-4	·	·	·	-4	0.0
CC(=O)c1ccc(N2CCN(CC(=O)NCc3ccccc3)CC2)cc1	-6	i	-3.7	-4	-3	-4	0.9	4	0.9
COc1cccc(C(=O)Nc2cc(NC(=O)c3ccco3)ccc2OC)c1	-7	3.7	-1.1	-7	0	-6	3.4	-4	·
Cc1ccc(NC(=O)CCn2cccc2)cc1C	-4	i	-0.5	-3	2	8	1.6	14	·
Cc1ccc(Sc2c([N+](=O)[O-])ncn2C)cc1	4	i	1.7	-8	0	2	0.1	4	·
O=C(O)C1C2CCC1C(O)C2 (stereo not given)	-1	-2.9	0.0	-5	·	·	·	3	0.3
O=C(CSc1nc2[nH]c(=O)cc(O)c2s1)Nc1nccs1	-6	i	0.4	-6	·	-7	-1.3	-4	0.7
S=C(NCc1ccccc1)N1CCN(c2ccccc2)CC1	7	-0.3	0.0	2	0	-8	-1.4	12	0.0
CCOc1ccc(CNC(=O)NS(=O)(=O)c2ccc(OC)cc2)cc1	-10	-0.4	0.5	1	-2	-16	-0.1	0	·
OC(CN1CCC(c2c[nH]c3ccccc23)CC1)C(F)(F)F (stereo not given)	-6	3.4	-1.4	6	-3	-4	0.5	-7	-0.2
CCOC(=O)C1CCN(c2c(N(C)Cc3ccco3)c(=O)c2=O)CC1	0	-0.3	-0.4	5	-4	6	-0.9	-3	1.2
Cc1ccc(CNC(=O)c2ccc(N(C)S(=O)(=O)c3ccccc3)cc2)cc1	10	-0.5	1.8	-1	2	-1	3.3	32	0.5
Cc1cc2oc(=O)cc(CN3CCN(c4ccc(Cl)c(Cl)c4)CC3)c2cc1Cl	2	·	0.0	2	·	·	·	·	1.4
CN(Cc1cnccn1)Cc1cn(Cc2ccccc2)nc1-c1ccc2c(c1)OCO2	0	-0.4	-1.0	-1	5	1	1.5	2	0.0
CN(C)S(=O)(=O)Oc1ccsc1C(=O)Nc1ccc(C(F)(F)F)cc1	7	-0.3	1.2	-1	4	2	-0.5	-3	1.9
O=S(=O)(c1ccccc1F)N1CCc2ccccc2C1	6	0.9	0.0	34*	7	7	0.0	-23	1.0
O=C(Nc1cccc2cccnc12)c1cccc([N+](=O)[O-])c1	-2	1.9	-0.5	2	3	15	-0.7	2	1.3
CS(=O)(=O)N(CC(=O)N1CCCCC1)c1ccc2c(c1)OCO2	6	-4.5	-0.7	-8	-3	-5	-1.4	4	3.3
O=C(NCCc1ccccc1)c1ccccc1C(=O)NCCc1ccccc1	3	-0.6	·	·	·	-3	·	-1	-0.2
COc1ccc(OC)c(CN(CCCN2CCOCC2)C(=O)Nc2ccccc2)c1	-8	-0.7	-0.1	-1	-3	-12	-0.8	3	·
COC(=O)[C@]12CCCCC=C1N(CCC1=CCCCC1)C(=O)[C@H](CC(=O)NCC1CCCCC1)C2	-3	·	0.0	-8	·	·	·	·	-1.8
CCOC(=O)C1CCN(C(=O)COc2ccc(Br)cc2)CC1	5	-0.3	-0.2	-5	-4	-19	15	13	·
CCOC(=O)CN1C(=O)C(=O)N(Cc2c(C)cc(C)cc2C)C1=O	1	-0.5	-7.0	12	2	-17	0.1	4	1.3
CC(C)(C)c1ccc(C(=O)OCC(=O)Nc2cccc(S(=O)(=O)NC3=NCCC3)c2)cc1	-6	-0.4	1.1	-1	·	·	·	30	1.0
COc1ccccc1N1CCN(C(=O)CSc2nnc3n2C(C)(C)Cc2ccccc2-3)CC1	13	0.5	0.6	-3	1	-5	-1.0	23	·
Nc1ncc([N+](=O)[O-])cc1S(=O)(=O)c1ccccc1	-25	i	-8.3	21	·	-2	·	-5	0.7
Cc1ccc2nc(-c3ccncc3)cc(C(=O)NCCc3ccc(F)cc3)c2c1	-2	1.6	0.4	-1	5	-9	-2.7	5	0.5
Cn1c(=O)c2c(nc(CN3CCC(C(N)=O)CC3)n2Cc2ccccc2F)n(C)c1=O	-3	0.1	-1.7	-16	-4	-9	-2.4	-12	·
CCN(CC)CCn1c(NC(=O)c2ccccc2O)nc2ccccc21	-1	-1.2	0.2	-16	4	-11	1.3	10	0.1
Cc1cccc(C(=O)NC2CCN(S(=O)(=O)c3ccccc3F)CC2)c1	2	i	-1.0	10	-3	-8	0.1	-1	1.2
CCN(CC)C(=O)COc1coc(CN2CCN(c3ccccc3)CC2)cc1=O	5	-0.4	0.8	-3	6	4	-0.3	-2	2.8
O=C(NCC(F)(F)F)c1ccc2sc([C@@H]3O[C@H](CO)[C@H](O)[C@H](O)[C@H]3O)nc2c1	-4	-0.3	0.1	-2	·	·	·	-5	0.3
N#Cc1cccc(S(=O)(=O)NCC(=O)NCCCc2ccccc2)c1	1	0.0	0.7	0	-1	-9	-2.0	-7	0.2
O=C(COC(=O)CCC(=O)c1cccs1)Nc1cc(S(=O)(=O)N2CCOCC2)ccc1Cl	1	-0.2	-0.9	4	0	-3	1.9	3	·
CCC1CN(C(=O)NCc2cccc(OC)c2)c2ccccc2O1 (stereo not given)	-3	i	-0.7	-4	0	-19	1.2	9	0.9
COc1cc(/C=C(\C#N)c2nc3ccc(C)cc3[nH]2)c([N+](=O)[O-])cc1OC	-14	-0.4	2.7	-6	4	8	0.2	7	·
CCCCNC(=O)CCc1c(C)nc2c(c(C)nn2-c2ccccc2)c1C	7	-1.2	1.5	1	4	-8	-3.0	11	0.2
CCS(=O)(=O)CCSc1nc(C)cc(C)c1C#N	0	i	0.9	-1	-5	-8	-0.5	3	2.1
COc1cc(OC)cc(-c2nc3ccccc3c(=O)n2NC(=O)c2cccnc2Cl)c1	7	i	-0.2	0	2	1	-0.3	2	-0.3
CCc1cc2c(N=Nc3c(O)[nH]c4ccccc34)ncnc2s1	1	-0.3	-0.4	1	2	-1	-0.5	1	·
CN(C(=O)CSc1nnc(-c2ccncc2)n1Cc1ccccc1)C1CCS(=O)(=O)C1 (stereo not given)	·	1.1	-0.9	-6	4	·	-0.3	3	·
COc1ccccc1NC(=S)NC(C)C(c1cccs1)N1CCOCC1 (stereo not given)	-1	0.0	-1.6	-4	-2	4	0.2	4	0.3
CCC(C(=O)NC1CCCCC1)n1c(SCc2ccccc2F)nc2ccncc21 (stereo not given)	7	-0.2	0.3	1	-7	-1	-0.4	25	4.0
COc1ccc(NC(=O)CNC(=O)Cn2cnc3sc4c(c3c2=O)CCCC4)cc1OC	-5	0.7	-1.8	-1	5	-9	0.2	-7	1.8
O=C(CN1C(=O)COc2ccccc21)NCCC1=CCCCC1	-1	-0.5	-0.7	-4	-2	-8	-0.9	2	0.2
O=c1[nH]c2c(Br)cnc([N+](=O)[O-])c2[nH]1	-31	-2.4	-0.1	-9	-3	-2	5.6	6	0.9

# New compounds follow.
Molecule	PrPC surface inh	BH1578 lux ind	BoNT A protease	Anthrax LF prot	3CLpro inhibitor	PriA SSB inh	PfHsp40 yeast	Y pestis TopoI	TcdB GH inh
Cc1[nH]c2ccccc2c1C(C#N)(C#N)C1C(=O)c2ccccc2C1=O	1	i	0.1	-6	4	24	-1.4	-23	1.2
O=C(CC(=O)N/N=C/c1ccc(C(=O)O)cc1)NCCc1ccccc1	0	i	0.0	6	0	·	1.6	-3	0.0
Cc1ccc(C)n1-c1ccc(C(=O)N2CCOCC2)cc1	-2	1.3	?	-1	-1	3	0.9	21	-1.1
O=C1c2cccc([N+](=O)[O-])c2C(=O)N1CCO	5	-0.8	-0.2	0	4	-16	-0.9	-1	-1.5
CN(C(=O)CSCC(=O)Nc1ccc(Cl)cc1)C1CCCCC1	21	i	0.3	4	·	-6	-0.6	31	0.8
CCOC(=O)c1cc2c(ccn2C)n1CC(=O)N1CCN(c2ccccc2)CC1	-6	-5.0	0.2	2	-2	22	0.8	4	·
Cc1cccc(OCc2nnc(SCC(=O)O)n2-c2ccccc2)c1	-1	-0.2	0.2	10	2	-6	-2.1	3	-0.7
O=C(O)CSc1c(-c2cccs2)[nH]c2ccccc12	-5	i	0.2	1	-1	25	-1.2	-2	0.1
COc1ccc(NC(=O)CSc2nncc3ccccc23)cc1	8	0.4	-1.3	-4	1	-5	-0.7	-8	-2.2
Cc1cn([C@H]2C[C@H](O)[C@@H](CNCc3cccc(OC4CCCC4)c3)O2)c(=O)[nH]c1=O	-1	0.0	-0.5	-2	·	·	·	3	0.9
CNS(=O)(=O)c1ccc(CCC(=O)N2CCN(c3ccccc3OC)CC2)cc1	10	0.6	1.0	-1	1	9	-1.1	10	-0.9
Cc1cccc(C)c1NC(=O)CN(C)C(=O)C1CCCCC1	7	i	2.5	-10	·	-15	0.3	8	0.3
N#CCC(=O)N/N=C/c1ccc(Cl)cc1	1	i	-0.9	5	3	i	0.9	-3	-0.3
CCOC(=O)c1c(NC(=S)NCc2ccccc2)sc2c1CCN(C(=O)OCC)C2	12	-0.8	·	·	-1	-3	-0.4	-7	0.2
CC1CCc2ccccc2N1C(N)=Nc1ccccc1 (stereo not given)	-8	-0.3	0.0	3	3	-10	0.7	-9	0.4
C[C@H]1CNC(=O)c2c(C(=O)N[C@@H](Cc3c[nH]c4ccccc34)C(=O)OC(C)(C)C)ncn21	-5	-0.5	-0.9	-3	·	·	·	0	1.4
CCOC(=O)N1CCN(Cc2nc(CC3CC3)no2)CC1	1	0.5	0.7	3	2	-16	0.5	4	-0.4
Cc1csc(N(C(=O)c2cccc(S(=O)(=O)N3CCCC3)c2)c2ccccc2)n1	9	i	0.0	0	0	-18	-1.8	12	·

# Among those listed so far, these have a cyano group:
Molecule	PrPC surface inh	BH1578 lux ind	BoNT A protease	Anthrax LF prot	3CLpro inhibitor	PriA SSB inh	PfHsp40 yeast	Y pestis TopoI	TcdB GH inh
Cc1ccc(Sc2ccc(NC(=O)c3ccc(F)cc3)cc2C#N)cc1	-4	-0.4	-0.6	-4	·	·	·	-4	0.0
N#Cc1cccc(S(=O)(=O)NCC(=O)NCCCc2ccccc2)c1	1	0.0	0.7	0	-1	-9	-2.0	-7	0.2
COc1cc(/C=C(\C#N)c2nc3ccc(C)cc3[nH]2)c([N+](=O)[O-])cc1OC	-14	-0.4	2.7	-6	4	8	0.2	7	·
CCS(=O)(=O)CCSc1nc(C)cc(C)c1C#N	0	i	0.9	-1	-5	-8	-0.5	3	2.1
Cc1[nH]c2ccccc2c1C(C#N)(C#N)C1C(=O)c2ccccc2C1=O	1	i	0.1	-6	4	24	-1.4	-23	1.2
N#CCC(=O)N/N=C/c1ccc(Cl)cc1	1	i	-0.9	5	3	i	0.9	-3	-0.3

# Single records, from the list above. Screens in order: PrPC surface inh | BH1578 lux ind | BoNT A protease | Anthrax LF prot | 3CLpro inhibitor | PriA SSB inh | PfHsp40 yeast | Y pestis TopoI | TcdB GH inh
# `Cc1cccc(C)c1NC(=O)CN(C)C(=O)C1CCCCC1` as listed: 7 | i | 2.5 | -10 | · | -15 | 0.3 | 8 | 0.3
# `O=C(CC(=O)N/N=C/c1ccc(C(=O)O)cc1)NCCc1ccccc1` as listed: 0 | i | 0.0 | 6 | 0 | · | 1.6 | -3 | 0.0
# `COc1ccc(NC(=O)CSc2nncc3ccccc23)cc1` as listed: 8 | 0.4 | -1.3 | -4 | 1 | -5 | -0.7 | -8 | -2.2
